Source: PubChem BioAssay
STAT1 inh: reduces IFN-gamma driven STAT1 reporter signal; NIH 3T3 STAT1-luciferase reporter, luminescence; inhibition, % at 5.5 µM; 0.35% of 200,000 active;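 active = inhibition above a set limit, the mean inhibition across all tested compounds plus 3 SD, cut at about 34% in these data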;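 also: 0% = IFN-gamma with DMSO and 100% = IFN-gamma with 300 µM nifuroxazide; values of inactives mirror those of a sister screen read the other way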
Redox H2O2 prof: compounds producing H2O2 with reducing agent – biochemical, NIH compound library profiling, artefact control for MLSCN library redox annotation, primary screen | 0.03% of 200,000 active | activation, % at 10 µM | DTT-dependent redox cycling H2O2, phenol red/HRP absorbance; 100% = 100 µM peroxide control, 0% = buffer;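 active = activation of at least 50% relative to the plate's high and low controls in the primary single-dose screen; inactive = activation below 50%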;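 also: compound incubated with DTT at 0.8 mM final as the reducing agent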
STAT3 inh: reduces IL-6 driven STAT3 reporter signal; U3A cells, IL-6 STAT3-luciferase reporter, luminescence; host cell line lacks STAT1; inhibition, % at 5.5 µM; 0.89% of 190,000 active;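 active = inhibition above the mean inhibition across all screened compounds plus 3 SD, cut at about 44% in these data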;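 also: 0% = DMSO only wells and 100% = 100 µM nifuroxazide control wells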
STAT3 activator: increases IL-6 driven STAT3 reporter signal; AID 871; activation (% of control), % at 5.6 µM; 0.91% of 190,000 active; U3A cells, IL-6 STAT3-luciferase reporter, luminescence; 100% = signal with IL-6 EC80 alone;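 active = activation above the screen-wide mean of compound activation plus 3 SD, cut at about 130% in these data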;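 also: 0% = background luminescence of wells with medium and substrate only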
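system = STAT3-luciferase reporter U3A cells | reagent = IL-6 stimulus at 33 ng/mL final | timing = 1 h compound pre-exposure, 6 h IL-6 stimulation, 37 °C | measured by = luminescence | evaluation = % activation versus median of IL-6-stimulated wells | control set = IL-6-only wells as 100% reference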
Hsp70 act: switches on Hsp70 transcription. 0.04% of 200,000 active. HeLa Hsp70 promoter luciferase reporter, luminescence; scaled: vehicle 0, proteasome-inhibitor control 100%. activation, % at 10 µM;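 active = activation above the mean across all tested compounds plus 3 SD, cutoff set per campaign, cut at about 5.5% in these data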;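 also: 100% = MG132 at 30 µM as the positive control and 0% = DMSO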
NF-kB expr up: raises NF-kB expression in human neuronal cells; 1.6% of 190,000 active; NF-kB reporter expression; hits give high values; fold change at 12.5 µM; in the data active = fold change above about 3.3
APP 5'UTR act: APP 5'UTR luciferase reporter activation; activation, % at 2 µM; 1% of 190,000 active; SH-SY5Y APP 5'UTR luciferase reporter, luminescence; zero percent = DMSO vehicle wells;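 active = activation above a set limit, based on mean plus 3 SD of controls, cut at about 140% in these data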; also: values of inactives mirror those of a sister screen read the other way
STAT1 activator: increases IFN-gamma driven STAT1 reporter signal; AID 932; NIH 3T3 STAT1-luciferase reporter, luminescence; 100% = IFN-gamma alone, no compound; activation (% of control), % at 5.5 µM; 2.6% of 200,000 active;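 active = activation above the screen-wide mean activation plus 3 SD, cut at about 130% in these data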;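 also: raw ratio to IFN-gamma control signal so 100% means no change and 0% no light; values of inactives mirror those of a sister screen read the other way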
HMGR II inh: blocks class II HMG-CoA reductase of Enterococcus faecalis. purified E. faecalis HMGR, NADPH absorbance 340 nm kinetic. 0.41% of 190,000 active. inhibition, % at 10 µM. AID 1066;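 active = inhibition above a set limit, the median over all tested compounds plus 3 SD, cut at about 9.5% in these data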;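 also: enzyme runs in reverse so mevalonate oxidation gives rising NADPH absorbance; 0% = complete reaction with DMSO and 100% = background rate lacking mevalonate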
TLR4 MyD88 comp: TLR4-MyD88 interaction inhibition in cells. HeLa CL3-4 TLR4/MyD88 BLA complementation, FRET ratio. inhibition, % at 8.4 µM. 0.18% of 200,000 active. AID 861; in the data active = inhibition above about 25%;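 also: 0% = vehicle and 100% = reference inhibitor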
Target sequence (O00206 whole entry, looked up): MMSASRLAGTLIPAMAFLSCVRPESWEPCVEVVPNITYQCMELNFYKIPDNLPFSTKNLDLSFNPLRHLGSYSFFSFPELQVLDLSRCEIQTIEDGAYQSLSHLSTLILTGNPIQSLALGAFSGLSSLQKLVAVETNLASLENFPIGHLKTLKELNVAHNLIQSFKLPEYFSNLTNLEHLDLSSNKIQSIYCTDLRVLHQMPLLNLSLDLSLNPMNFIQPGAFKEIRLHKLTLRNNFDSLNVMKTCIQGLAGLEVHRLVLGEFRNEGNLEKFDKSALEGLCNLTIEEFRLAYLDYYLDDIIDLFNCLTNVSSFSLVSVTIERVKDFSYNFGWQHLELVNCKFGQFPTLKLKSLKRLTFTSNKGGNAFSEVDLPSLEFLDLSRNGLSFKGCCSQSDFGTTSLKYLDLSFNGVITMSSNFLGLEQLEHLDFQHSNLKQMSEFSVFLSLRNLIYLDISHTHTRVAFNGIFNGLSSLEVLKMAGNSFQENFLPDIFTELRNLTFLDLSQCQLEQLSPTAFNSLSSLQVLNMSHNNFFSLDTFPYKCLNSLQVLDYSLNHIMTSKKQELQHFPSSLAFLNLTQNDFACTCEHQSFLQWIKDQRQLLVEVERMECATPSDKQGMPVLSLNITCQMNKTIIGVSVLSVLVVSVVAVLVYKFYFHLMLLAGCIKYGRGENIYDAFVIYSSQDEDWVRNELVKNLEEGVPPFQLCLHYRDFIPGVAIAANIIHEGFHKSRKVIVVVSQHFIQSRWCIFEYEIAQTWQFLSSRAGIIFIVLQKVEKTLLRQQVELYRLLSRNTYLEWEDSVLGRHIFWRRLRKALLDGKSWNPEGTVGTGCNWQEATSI
Target sequence (Q99836 whole entry, looked up): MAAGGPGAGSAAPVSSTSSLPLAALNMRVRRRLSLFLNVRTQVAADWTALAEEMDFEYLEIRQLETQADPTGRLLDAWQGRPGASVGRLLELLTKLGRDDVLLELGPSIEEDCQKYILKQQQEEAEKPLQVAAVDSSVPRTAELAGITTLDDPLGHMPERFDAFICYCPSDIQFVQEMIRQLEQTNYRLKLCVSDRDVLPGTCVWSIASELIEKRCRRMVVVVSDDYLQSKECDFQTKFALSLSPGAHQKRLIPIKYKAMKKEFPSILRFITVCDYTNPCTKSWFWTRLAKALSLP
Active calls of the source: *; · = no result given.

Sample of the layout (4 entries):
SMILES	STAT1 inh	Redox H2O2 prof	STAT3 inh	STAT3 activator	Hsp70 act	NF-kB expr up	APP 5'UTR act	STAT1 activator	HMGR II inh	TLR4 MyD88 comp
Cc1cc(C)nc(N/N=C/C2=C(N3CCOCC3)C(=C/c3ccccc3)/CC2)n1	-7	-0.3	-8	105	-0.2	0.6	-15	107	-3	-2
Cc1cc(C)n(-c2cccc(Cl)c2)c(=O)c1C#N	2	0.0	0	102	0.4	1.2	-5	98	1	-2
O=C(O)CC(NS(=O)(=O)c1cccc2nsnc12)c1ccc(F)cc1 (configuration not stated)	-3	2.0	4	100	-0.2	0.99	10	103	-1	-6
COc1ccccc1NC(=O)CSc1nnc(-c2ccc(C)cc2)o1	-11	0.6	-6	111	0.1	·	181*	110	·	-11

The whole of this part, repeating the preview:
SMILES	STAT1 inh	Redox H2O2 prof	STAT3 inh	STAT3 activator	Hsp70 act	NF-kB expr up	APP 5'UTR act	STAT1 activator	HMGR II inh	TLR4 MyD88 comp
Cc1cc(C)nc(N/N=C/C2=C(N3CCOCC3)C(=C/c3ccccc3)/CC2)n1	-7	-0.3	-8	105	-0.2	0.6	-15	107	-3	-2
Cc1cc(C)n(-c2cccc(Cl)c2)c(=O)c1C#N	2	0.0	0	102	0.4	1.2	-5	98	1	-2
O=C(O)CC(NS(=O)(=O)c1cccc2nsnc12)c1ccc(F)cc1 (configuration not stated)	-3	2.0	4	100	-0.2	0.99	10	103	-1	-6
COc1ccccc1NC(=O)CSc1nnc(-c2ccc(C)cc2)o1	-11	0.6	-6	111	0.1	·	181*	110	·	-11
COc1cccc(OCCNc2cc(N3CCOCC3)ccc2[N+](=O)[O-])c1	-5	1.1	-4	104	-0.4	1.1	10	105	2	-7
Cc1ccc(C)c(NC(=O)C2CC3c4ccccc4C2c2ccccc23)c1 (configuration not stated)	-15	1.1	9	98	-0.3	0.95	-6	113	0	-18
CC(C)CCNC(=O)C(C)N(C(=O)c1snc(C(N)=O)c1N)c1cnc2ccccc2c1 (configuration not stated)	-6	-0.2	20	90	-0.2	1.2	-12	103	-5	-10
Cc1ccc(NC(=O)Cn2c(/C=C/c3ccccc3)nc3ccccc32)cc1C	5	1.4	8	98	-0.2	0.66	2	96	-4	-3
CCC(=O)Nc1ccc(S(=O)(=O)N2CCN(c3ccc(F)cc3)CC2)cc1	2	1.1	21	86	-0.3	0.99	0	99	-11	-6
Cc1c(C(=O)Nc2ccc(N3CCOCC3)cc2)oc2ccccc12	-17	3.3	-7	113	0.0	1.7	68	115	1	-3
O=C(c1ccc(Br)o1)N1CCN(c2ncccn2)CC1	-1	0.2	19	88	0.2	1.4	7	101	-3	2
Cc1ccc2c(C)nc(NC3=NCN(C(C)C)CN3)nc2c1	-4	3.3	7	97	-0.2	·	3	104	·	19
COc1ccc(/C=N/NC(=O)c2ccccc2Cl)cc1CSc1nc2ccccc2s1	-5	-11	12	96	0.7	1.9	-6	105	-4	-3
COC(=O)CSC1=C(C#N)C(c2ccc(C)cc2)C2=C(CCCC2=O)N1 (configuration not stated)	-2	-0.1	6	98	0.3	1.3	6	101	-9	-11
Cc1cc(C)cc(NC(=O)C(OC(=O)c2sccc2C)c2ccccc2)c1 (configuration not stated)	-10	0.6	-11	105	-0.5	0.94	-9	109	-2	-10
CCOC(=O)c1sc(NC(=O)c2ccc(S(=O)(=O)N3CCOCC3)cc2)nc1-c1ccccc1	-9	0.4	-10	107	-0.3	0.72	-7	108	-6	-5
CCOC(=O)c1c(NC(=O)Cn2c(C)nc3ccccc32)sc2c1CCC2	18	-2.0	17	90	-0.1	0.99	3	84	-1	-26
O=C(C[n+]1cccc(CNC(=O)c2ccc(OC(F)F)cc2)c1)Nc1ccccc1Cl	4	0.3	-8	103	-0.6	0.99	11	97	-10	-1
COc1ccc(S(=O)(=O)N(CC(=O)Nc2ccc(S(=O)(=O)N3CCOCC3)cc2)Cc2ccc(F)cc2)cc1	-9	2.6	-7	103	-0.2	0.61	9	108	-2	14
COc1cccc(-c2nnc(NC(=O)c3ccc(S(=O)(=O)N(CC(C)C)CC(C)C)cc3)o2)c1	9	2.4	12	94	-0.4	0.8	8	92	-6	-19
COc1ccc(OC)c(S(=O)(=O)n2nc(-c3ccccc3)cc2N)c1	-8	0.3	12	98	0.2	1	5	107	-3	-3
COc1ccc(N2C(=O)C(F)(F)C2c2cccc(F)c2)cc1 (configuration not stated)	-11	0.5	0	107	-0.1	1	1	109	3	2
CCOc1ccc(NS(=O)(=O)c2ccc(C(=O)N3CCN(c4ncccn4)CC3)cc2)cc1	21	-0.9	32	77	-0.3	0.87	-6	79	-4	-16
CCOC(=O)C1=C[C@]2(CC)CCCN3CCc4c(n1c1ccccc41)[C@@H]32	-14	0.7	10	93	-0.3	0.4	-4	113	-2	-10
O=C(OCC(=O)c1c[nH]c2ccccc12)C1=COCCO1	-31	1.0	-23	121	0.0	2.4	37	129*	-9	-1
Cc1nc(-c2cccnc2)sc1C(=O)Nc1ccc(Cl)cc1	2	-3.4	25	84	-0.2	0.74	7	98	-3	-4
CCOC(=O)C1CCCN(CC(=O)/C=C2/N(C)c3ccccc3C2(C)C)C1 (configuration not stated)	2	1.1	0	104	-0.2	0.63	-2	98	1	10
CCOC(=O)c1sc(NC(=O)CSc2nc(C)cc(C(F)(F)F)n2)c(C#N)c1C	-5	0.1	-4	104	0.1	1.1	-13	109	-2	1
Cc1ccc(N2CN(Cc3cccnc3)CNC2=S)c(C)c1	-2	3.2	-2	101	-0.2	1.1	19	102	-1	2
O=C(CCCC(=O)OCC(=O)c1ccc(Cl)cc1Cl)Nc1cc(C(F)(F)F)ccc1Cl	3	2.3	5	101	-0.5	1.1	5	97	-9	-12
CCOC(=O)N1CCN(C(=S)NC(=O)C23CC4CC(CC(C4)C2)C3)CC1	16	-0.6	12	93	-0.2	1.1	21	85	-5	1
Cc1c(=O)n(OCc2cccc(F)c2)c2ccccc2[n+]1[O-]	3	1.8	16	90	-0.3	3	-2	97	3	5
CCN1CC(O)=C(c2nc3ccccc3s2)C1=N	-15	0.2	16	90	0.0	1.6	9	114	-5	11
COc1cccc(C(=O)Nc2cccc(OCC(=O)c3ccccc3)c2)c1	-16	0.5	13	95	-0.2	1	18	113	-7	9
O=C(NCc1ccco1)c1ccc2ccccc2n1	-6	-1.0	9	94	-0.3	1.1	-1	106	-5	1
O=[N+]([O-])c1cc(-c2nc(-c3ccncc3)no2)ccc1Cl	8	-0.1	21	84	-0.2	1.8	7	93	-7	-1
CCCCCCn1c(SCCN2CCOCC2)nc2c1c(=O)[nH]c(=O)n2C	5	-0.5	10	98	0.1	0.92	3	95	0	-4
CCOc1ccc(NC(=O)CSc2nnc(C34CC5CC(CC(C5)C3)C4)n2C)cc1	-2	-0.3	2	101	-0.3	1.1	7	102	-2	-2
CCCCOC(=O)c1nc(Cl)c(Cl)c(N)c1Cl	-2	-0.1	6	92	-0.5	0.81	19	102	0	-6
COc1ccc(C(C)=O)cc1CN(C)C	-6	0.1	-2	102	-0.3	1.2	24	106	-2	-10
Nc1c(C(=O)NCc2ccco2)nnn1Cc1ccccc1	0	-0.1	-3	102	-0.5	1.1	2	101	1	-4
CCOC(=O)C(C)(C)N(Cc1cccc(C)c1)S(=O)(=O)c1ccc(Cl)c([N+](=O)[O-])c1	5	0.6	-2	98	-0.5	0.41	-18	95	-5	2
CCN1CCN(CCCNC(=O)C2CCCN(c3nnc(-n4cccc4)s3)C2)CC1 (configuration not stated)	7	-0.2	19	92	-0.3	1	-5	93	-3	-4
CCCOc1ccc(C(=O)NCC(c2cccs2)N(C)C)cc1OC (configuration not stated)	-2	-0.4	-2	102	-0.3	1	-17	102	-6	17
COc1ccc(-c2n[nH]c(=S)n2Cc2ccco2)cc1	4	2.3	8	98	-0.2	1.1	-11	97	-7	10
COc1ccc2nc(NC(=O)CCc3cc(OC)c(OC)c(OC)c3)sc2c1	0	0.1	10	98	-0.2	0.6	0	98	2	-57
O=C(Cn1c(=O)c(=O)n(Cc2ccccc2)c2ccc(Cl)cc21)Nc1cc(F)ccc1F	10	-2.0	15	91	0.0	1.2	-7	91	-1	0
O=[N+]([O-])c1ccc2c(c1Nc1ccccc1)=NC1(CCCCC1)N=2	2	1.6	-6	105	-0.3	0.97	33	98	0	1
CC(C)c1ccc(C(N)=S)cc1	-10	-0.6	5	100	0.3	1.1	1	111	0	-12
O=C(c1ccccc1)c1cnc(-c2ccc(Cl)cc2)s1	-18	-4.1	48*	64	0.6	6.6*	123	116	5	-4
Nc1cc(=O)[nH]c(SCC(=O)Nc2ccc3c(c2)CCC3)n1	5	-0.7	11	98	0.1	1.1	5	96	2	-10
CCN(C(=O)c1cc2ccccc2o1)C12CC3CC(CC(C3)C1)C2	-1	-0.1	13	95	0.3	1.2	-12	100	-1	9
O=C(/C=C/c1ccccc1)Nn1c(-c2cccs2)nc2ccccc2c1=O	-4	0.5	8	91	0.0	0.99	1	104	-2	-3
CCCN1CCN(C(=S)Nc2ccc3nc(N4CCN(CC)CC4)cc(C)c3c2)CC1	-6	-2.6	8	93	-0.1	1.5	-6	106	-3	-9
Cc1ccsc1CNn1cnnc1SCc1ccccc1F	5	1.8	1	104	0.1	1.3	-9	96	1	-9
CCCC(=O)Nc1ccc2c(c1)nc1n2CCOC1	-5	-3.4	12	93	-0.2	1.4	-2	104	-2	-9
CSc1nc(-c2ccccc2)nn1S(=O)(=O)c1ccccc1	9	0.6	4	99	-0.2	1.4	5	92	-3	11
Cc1cc2c(cc1C)CSC(c1ccccc1OC(=O)C(C)(C)C)SC2	-6	0.2	5	103	-0.1	1.1	-14	106	-3	5
CC1CCN(C(=O)CSc2nnc(Cc3ccccc3)o2)CC1	2	-0.3	-12	110	-0.2	1.2	-14	99	5	10
N#Cc1cnc(SCC(=O)NNC(=O)COc2cccc3ccccc23)nc1N	-1	0.3	-4	102	-0.5	1	1	101	-8	-24

Six structures out of the list, sorted by number of heavy atoms, low to high.
SMILES	STAT1 inh	Redox H2O2 prof	STAT3 inh	STAT3 activator	Hsp70 act	NF-kB expr up	APP 5'UTR act	STAT1 activator	HMGR II inh	TLR4 MyD88 comp
O=C(c1ccccc1)c1cnc(-c2ccc(Cl)cc2)s1	-18	-4.1	48*	64	0.6	6.6*	123	116	5	-4
CC1CCN(C(=O)CSc2nnc(Cc3ccccc3)o2)CC1	2	-0.3	-12	110	-0.2	1.2	-14	99	5	10
O=[N+]([O-])c1ccc2c(c1Nc1ccccc1)=NC1(CCCCC1)N=2	2	1.6	-6	105	-0.3	0.97	33	98	0	1
COc1ccc2nc(NC(=O)CCc3cc(OC)c(OC)c(OC)c3)sc2c1	0	0.1	10	98	-0.2	0.6	0	98	2	-57
CCN1CCN(CCCNC(=O)C2CCCN(c3nnc(-n4cccc4)s3)C2)CC1 (configuration not stated)	7	-0.2	19	92	-0.3	1	-5	93	-3	-4
O=C(Cn1c(=O)c(=O)n(Cc2ccccc2)c2ccc(Cl)cc21)Nc1cc(F)ccc1F	10	-2.0	15	91	0.0	1.2	-7	91	-1	0
